thrombin 1536 = inhibitors of human thrombin; P00734; alpha-thrombin, Boc-VPR-AMC fluorogenic substrate cleavage; inhibition, % at 5 µM; 220,000 compounds, 0.26% hits; AID 1046;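 active = inhibition at or above 40%; inactive = inhibition below 40%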;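 also: 0% = enzyme with no compound and 100% = wells without enzyme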
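System – human alpha-thrombin · Medium – pH 7.5 Tris (50 mM) with NaCl 150 mM, Tween 20 0.05% · Compound – single-point dosing at 5 µM, 0.2% DMSO · Incubation – enzyme reaction carried out at room temperature · Technique – fluorescence of released AMC, ex 355 nm, em 460 nm · Read-out basis – % inhibition of thrombin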
PPC-1+TRAIL kill = kills PPC-1 cancer cells in the presence of TRAIL. PPC-1 cells + TRAIL, ATPLite viability luminescence. cell killing (% activity), % at 4 µM. 220,000 compounds, 0.41% hits;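 active = cell killing above 50% in the first pass at 4 µM, then a duplicate retest at 5 µM averaging 50% or more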;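 also: plate controls were cells with TRAIL plus DMSO for no effect and medium-only wells lacking cells for full effect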
EBV gp42 block = inhibitors of Epstein-Barr virus glycoprotein 42 | inhibition, % (tested at 21.74 µM) | 220,000 compounds, 0.42% hits | AID 1085 | Fluorescence polarization binding assay, mP read-out; in the data active = inhibition above about 50%
Target sequence (Q1HVG2 whole entry, looked up): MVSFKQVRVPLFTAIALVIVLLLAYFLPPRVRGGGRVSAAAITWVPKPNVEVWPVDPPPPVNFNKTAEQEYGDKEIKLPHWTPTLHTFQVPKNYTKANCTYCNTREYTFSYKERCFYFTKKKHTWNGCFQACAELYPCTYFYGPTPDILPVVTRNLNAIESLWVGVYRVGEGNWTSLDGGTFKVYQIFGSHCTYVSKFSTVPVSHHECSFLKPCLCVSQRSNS
Tb hexokinase = blocks Trypanosoma brucei hexokinase 1 activity; recombinant TbHK1, G6PDH-coupled NADH A340; 220,000 compounds, 0.11% hits; inhibition, % at 10 µM; AID 1430;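 active = inhibition of 50% or more in the single-dose primary screen; inactive = inhibition below 50%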
Furin inh = inhibitors of human furin. inhibition, % at 30 µM. purified furin, fluorogenic substrate cleavage. 220,000 compounds, 0.061% hits; in the data active = inhibition above about 25%; also: inactives centre near -15
Target sequence (P09958 108-714 limits assumed): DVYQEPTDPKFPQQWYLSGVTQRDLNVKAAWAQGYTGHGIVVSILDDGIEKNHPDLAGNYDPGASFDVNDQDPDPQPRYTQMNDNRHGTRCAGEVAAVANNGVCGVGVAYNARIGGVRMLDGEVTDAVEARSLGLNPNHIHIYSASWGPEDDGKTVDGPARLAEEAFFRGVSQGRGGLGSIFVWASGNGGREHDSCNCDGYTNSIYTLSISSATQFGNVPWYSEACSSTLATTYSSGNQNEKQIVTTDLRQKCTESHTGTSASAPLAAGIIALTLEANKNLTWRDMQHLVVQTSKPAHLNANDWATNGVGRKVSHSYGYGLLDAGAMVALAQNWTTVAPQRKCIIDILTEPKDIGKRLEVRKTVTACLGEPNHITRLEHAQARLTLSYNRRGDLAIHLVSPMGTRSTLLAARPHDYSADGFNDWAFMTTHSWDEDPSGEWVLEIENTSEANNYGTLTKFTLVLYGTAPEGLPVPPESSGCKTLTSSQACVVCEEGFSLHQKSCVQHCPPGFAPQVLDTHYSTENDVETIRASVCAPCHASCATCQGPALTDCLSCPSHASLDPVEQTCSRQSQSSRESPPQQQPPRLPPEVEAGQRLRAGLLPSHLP
Cl transport mod = modulators of human KCC2 chloride dependent transport | Q9H2X9 | KCC2 cells, thallium flux FluoZin-2 fluorescence | B-score of Tl+ flux slope (higher = more flux/activation; lower = inhibition) at 10 µM | 190,000 compounds, 2.2% hits;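 active = thallium flux slope and its plate-corrected score both differing from the plate sample mean at a set confidence after two filtering rounds, in either direction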;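 also: slope of fluorescence scaled to starting intensity during 10 to 20 s after thallium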
zfTRPN1 agonist = agonists of zebrafish TRPN1 channel; 220,000 compounds, 0.18% hits; AID 1424; activation, % at 3 µM; HEK293 zebrafish TRPN1-YFP, Fluo-8 calcium fluorescence; 100% = response to 87 µM carbachol;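 active = activation above its plate's cutoff, the mean activation of test wells on that plate plus 3 SD, cut at about 19% in these data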;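 also: 0% = DMSO alone and 100% = 87 µM carbachol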
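Assay system: Zebrafish TRPN1-YFP in HEK293 cells | Incubation: Dye loading 1 h at 37 °C, then 30 min room temperature | Measured by: Kinetic Fluo-8 fluorescence, ex 470-495, em 515-575 nm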
m-calpain inh = blocks pig calpain II enzyme activity. purified calpain II, fluorogenic peptide substrate, 30 min. inhibition, % at 16 µM. 220,000 compounds, 0.37% hits. AID 1236;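 active = inhibition above about 50%, limit read from the data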
TRPML3 agonist = activates the human TRPML3 channel | Q8TDD5 | HEK293 TRPML3-YFP, Fluo-8 calcium fluorescence; 100% = the carbachol control signal | activation, % at 3 µM | 220,000 compounds, 0.29% hits;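 active = activation above its plate's cutoff, the mean activation of the plate's test wells plus 3 SD, cut at about 12% in these data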;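 also: 0% = DMSO only wells and 100% = carbachol wells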
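Test system – HEK293 line with stable expression of human TRPML3-YFP channel · Control set – carbachol 87 µM final as high control (100%), DMSO as low control (0%) · Signal – Fluo-8 calcium dye fluorescence, ex 470-495, em 515-575 nm · Incubation – 1-h 37 °C dye load, 5-s basal, 120-s post-compound reads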
* = called active by the depositor; nt = not tested or not shown; [ ] = dose if it differs, or a comment. Rows are unselected; any-hit rate near 3.6%.

SMILES	thrombin 1536	PPC-1+TRAIL kill	EBV gp42 block	Tb hexokinase	Furin inh	Cl transport mod	zfTRPN1 agonist	m-calpain inh	TRPML3 agonist
COC(=O)c1ccc(CSc2nnc(CS(=O)Cc3ccc(Br)cc3)n2-c2ccccc2)cc1 (stereo not drawn)	-1	17	1	2	-17	-1.6	-2.5	23	-0.6
COC(=O)c1c(-c2ccc(OC)c(OC)c2)csc1N	-7	32	-8	2	-16[20 µM]	nt	-1.1	-2	-0.4
Cc1ccc(S(=O)(=O)N(CC(=O)N2CCC(C)CC2)c2ccccc2)cc1	4	6	-3	3	-30	-0.098	-0.7	-5	1.2
CCC(C(=O)Nc1cc(Cl)ccc1OC)c1ccccc1 (stereo not drawn)	-6	26	7	3	-7	-2	-2.8	1	-0.9
[O-]c1c[n+](-c2ccccc2)no1	3	6	-24	-3	-29	0.34	0.9	-13	0.9
CCCOc1ccc(C(O)(CCC)CCN2CCCCC2)cc1 (stereo not drawn)	1	7	-8	2	-22[20 µM]	0.33	0.5	-15	1.4
CC(C)[C@H](NC(=O)NCCc1ccc(Cl)cc1)C(=O)O	1	-16	-22	4	-9	nt	1.8	13	0.3
CCOc1ccc2c(c1)c1nnc(SCC(=O)N3CCC(C)CC3)nc1n2C	1	12	0	-12	-22[20 µM]	-2.1	0.3	34	0.1
COCCn1c(C)cc(C(=O)COC(=O)C23CC4CC(CC(O)(C4)C2)C3)c1C	-6	6	4	-11	-18	1.3	-0.4	-18	1.1
CC(=O)Nc1ccc(OC(F)(F)Cl)cc1	-2	2	1	0	5	-0.33	-0.1	6	0.0
COc1ccc(C(C)(C)C)cc1NC(=O)Nc1ccc2c(c1)OCO2	-6	2	-12	-2	-16[20 µM]	0.25	0.7	21	-0.6
Cc1cccc(C)c1NC(=O)CSc1nnnn1-c1ccc(C(=O)O)cc1	-5	1	-7	10	-4[20 µM]	0.63	0.4	27	0.7
Clc1cccc(OCc2nc(-c3ccncc3)n[nH]2)c1	-1	16	1	-4	-27	-1	0.1	-24	0.9
COC(=O)C(CC(C)C)NC(=O)C(N)Cc1ccccc1 (stereo not drawn)	3	42	-6	3	-12[20 µM]	-0.1	-0.2	-19	0.5
COC(=O)N/N=C(\C)c1cccc(C(F)(F)F)c1	-8	5	-3	0	-15	nt	-0.1	-5	0.5
Fc1ccccc1-c1nc2ncccc2o1	-9	3	0	-4	-26	0.37	3.6	-34	0.3
COc1ccc(C(=O)Cn2nnc(-c3ccccc3F)n2)cc1	-7	3	1	-2	-14	nt	0.8	31	0.6
Cc1ccc(S(=O)(=O)Nc2cccc(N(C)S(C)(=O)=O)c2)cc1[N+](=O)[O-]	-7	19	-1	-3	-11	-0.14	2.1	19	2.2
NC(=O)C1=C[C@@H](c2csc3ccccc23)C[C@@H](OCc2ccc(CO)cc2)O1	-1	-19	-15	1	-16	-0.13	nt	-2	nt
CC(C)n1ncc2c(C(=O)O)cc(C3CC3)nc21	4	-15	-14	-18	-14	0.092	0.4	-39	0.9

Twelve of the compounds above, with bars between the fields:
SMILES | thrombin 1536 | PPC-1+TRAIL kill | EBV gp42 block | Tb hexokinase | Furin inh | Cl transport mod | zfTRPN1 agonist | m-calpain inh | TRPML3 agonist
COCCn1c(C)cc(C(=O)COC(=O)C23CC4CC(CC(O)(C4)C2)C3)c1C | -6 | 6 | 4 | -11 | -18 | 1.3 | -0.4 | -18 | 1.1
CC(=O)Nc1ccc(OC(F)(F)Cl)cc1 | -2 | 2 | 1 | 0 | 5 | -0.33 | -0.1 | 6 | 0.0
COc1ccc(C(C)(C)C)cc1NC(=O)Nc1ccc2c(c1)OCO2 | -6 | 2 | -12 | -2 | -16[20 µM] | 0.25 | 0.7 | 21 | -0.6
Cc1cccc(C)c1NC(=O)CSc1nnnn1-c1ccc(C(=O)O)cc1 | -5 | 1 | -7 | 10 | -4[20 µM] | 0.63 | 0.4 | 27 | 0.7
Clc1cccc(OCc2nc(-c3ccncc3)n[nH]2)c1 | -1 | 16 | 1 | -4 | -27 | -1 | 0.1 | -24 | 0.9
COC(=O)C(CC(C)C)NC(=O)C(N)Cc1ccccc1 (stereo not drawn) | 3 | 42 | -6 | 3 | -12[20 µM] | -0.1 | -0.2 | -19 | 0.5
COC(=O)N/N=C(\C)c1cccc(C(F)(F)F)c1 | -8 | 5 | -3 | 0 | -15 | nt | -0.1 | -5 | 0.5
Fc1ccccc1-c1nc2ncccc2o1 | -9 | 3 | 0 | -4 | -26 | 0.37 | 3.6 | -34 | 0.3
COc1ccc(C(=O)Cn2nnc(-c3ccccc3F)n2)cc1 | -7 | 3 | 1 | -2 | -14 | nt | 0.8 | 31 | 0.6
Cc1ccc(S(=O)(=O)Nc2cccc(N(C)S(C)(=O)=O)c2)cc1[N+](=O)[O-] | -7 | 19 | -1 | -3 | -11 | -0.14 | 2.1 | 19 | 2.2
NC(=O)C1=C[C@@H](c2csc3ccccc23)C[C@@H](OCc2ccc(CO)cc2)O1 | -1 | -19 | -15 | 1 | -16 | -0.13 | nt | -2 | nt
CC(C)n1ncc2c(C(=O)O)cc(C3CC3)nc21 | 4 | -15 | -14 | -18 | -14 | 0.092 | 0.4 | -39 | 0.9

The list goes on.
SMILES	thrombin 1536	PPC-1+TRAIL kill	EBV gp42 block	Tb hexokinase	Furin inh	Cl transport mod	zfTRPN1 agonist	m-calpain inh	TRPML3 agonist
CCN(CC)CCN(C(=O)C1=COCCO1)c1nc2cc3c(cc2s1)OCO3	-1	8	-3	-4	-3	0.038	-1.8	5	0.5
CCOC(=O)c1[nH]c2ccc(OC)cc2c1NC(=O)CCN1CCc2ccccc2C1	2	8	nt	-15	-23	nt	-0.6	nt	1.0
NC(=O)SCC(=O)Nc1cccc(Cl)c1	-6	13	-24	4	-18[20 µM]	nt	-0.2	21	-0.2
Cc1[nH]n(-c2ccccc2)c(=O)c1C=NCc1ccncc1	-13	10	-12	-26	-9	0.53	-0.1	-21	0.8
N#C/C(=C\c1ccccc1C(F)(F)F)C(=O)Nc1ccccc1	-11	-1	-2	-8	-13	0.56	0.1	-26	0.3
CCC(=O)Nc1cccc(NC(=S)NC(=O)c2ccccc2Cl)c1	-2	-3	7	-6	-24[20 µM]	1.5	2.8	0	1.1
COc1ccc(S(=O)(=O)N2CCCC(C(=O)NC3CCCCC3)C2)cc1 (stereo not drawn)	2	35	-5	9	-25	nt	-0.4	7	1.0
CC(=O)NC(CCS(C)(=O)=O)C(=O)Nc1cc(C)ccc1C (stereo not drawn)	0	17	-20	10	-19	1.5	1.6	-15	-0.5
O=C(CCN1CCCCC1)N/N=C/c1c[nH]c2ccccc12	-5	5	-10	-17	-16	-0.3	0.8	-20	0.3
CC(NCc1ccccc1O)c1ccccc1 (stereo not drawn)	-2	6	-7	-1	-30	-0.78	2.5	4	0.6
CCOC(=O)c1oc2ccccc2c1CSc1nnnn1-c1ccccc1	0	-5	-8	3	-10[20 µM]	-0.87	0.0	22	0.5
CN(/N=C/c1cccs1)c1cc(=O)n(C)c(=O)[nH]1	0	10	-11	-87	-14[20 µM]	-1.1	-0.4	11	0.5
CCCCC(=O)Nc1cccc(NC(=O)c2cccc([N+](=O)[O-])c2)c1	-2	-8	-13	-1	-8	0.022	-1.0	8	0.5
O=C(CCn1nc(-c2ccc(Cl)cc2)c2ccccc2c1=O)NCCN1CCOCC1	0	9	8	-2	-19[20 µM]	0.28	-0.4	-20	-0.7
CN1CCN(c2cc(C(F)(F)F)nc(-c3ccccn3)n2)CC1	1	-8	-3	-8	-16	0.51	0.8	-12	-0.1
Cc1ccc(O)c(-c2cc(C(=O)Nc3ccc(S(=O)(=O)Nc4nccc(C)n4)cc3)[nH]n2)c1	-7	11	-3	-16	-29	-0.0029	1.5	-8	0.2
S=c1[nH]nc(COc2ccc(Cl)cc2)n1Cc1ccccc1	-10	27	-9	-2	-17	0.45	-1.4	23	-0.1
Cn1c(C(=O)NCCN2CCc3ccccc3C2)cc2c(=O)n(C)c3ccccc3c21	1	18	2	-8	-7	-1.2	1.2	-45	0.1
COc1ccccc1-c1nn(Cc2ccccc2)cc1/C=C/C(=O)O	-6	-11	-6	5	-12	-2	0.6	-19	0.7
O=C(NCC1CCCO1)C1CCC(CNS(=O)(=O)c2ccccc2)CC1 (stereo not drawn)	-9	5	5	6	-33[20 µM]	1	-0.5	19	0.4
CCOC(=O)C1=C(C)NC(C)=C(C(=O)OCC)C1C(=O)OCC(=O)NC	-4	8	2	-8	-7	2.3	0.3	-25	0.3
COc1ccc(CCNC(=O)CSCc2ccc([N+](=O)[O-])cc2)cc1	-5	15	4	-1	-2	0.59	0.5	16	0.2
CCOc1ccc(Nc2nnc(Cc3ccc(OC)cc3)c(=O)[nH]2)cc1	3	-38	-6	0	-21	0.17	-1.1	17	-0.4
CC1CCc2nc3ccccc3c(C(=O)OCC(=O)N3CCc4ccccc43)c2C1 (stereo not drawn)	-3	41	-14	-6	-14	-0.069	-2.3	-6	0.4
O=C(NC1CCCCCC1)c1ccc[nH]c1=S	-13	12	-18	-10	-29	12*	-1.2	-17	1.2
COC(=O)/C=C1/S/C(=N/N=C/c2ccc(N(C)C)cc2)NC1=O	11	-13	-3	0	0	1	-0.8	-34	0.3
O=C1CC(C(=O)NC2CCCCC2)C2(CCCCC2)O1 (stereo not drawn)	-1	-8	-3	2	-14	0.064	1.2	10	0.2
C#CCSc1nc(Cc2ccc(Cl)cc2)nc2ccccc12	-5	21	-15	0	-24	1.1	0.0	-1	0.0
O=C(Cc1ccccc1[N+](=O)[O-])Nc1ccc2c(c1)OCCO2	-13	1	-8	0	-16	1.1	-0.5	10	0.5
Cc1cc(N/C=C/C(=O)c2cccc3ccccc23)no1	4	1	-3	-24	0	-0.68	-0.2	-16	-0.3
CCn1c(SCC(=O)Nc2nc(-c3ccccc3)cs2)nnc1-c1ccccc1	-1	9	2	8	-27	0.49	2.6	-25	0.7
O=C(CSc1nnc(-c2ccc(NS(=O)(=O)c3ccccc3)cc2)o1)NCC1CCCO1 (stereo not drawn)	0	11	-15	-23	-33	0.23	-0.5	18	0.8
CCOc1ccc(NC(=O)C2CC(=O)N3CCCN=C3S2)cc1 (stereo not drawn)	-6	-25	-9	-4	-6[20 µM]	-1.1	-1.3	-28	0.9
CCNc1nnc(-c2ccccc2OC)s1	-4	-2	-6	-15	-38	1.1	-0.1	-395	-0.3
Cc1ccc(/C(O)=C/c2nc3cc(C)ccc3oc2=O)cc1	-1	17	-1	-26	-13	0.42	-0.8	22	0.8
C#CCn1c(-c2ccccc2)ccc(C#N)c1=O	-3	40	-7	-1	-11	-2.1	-3.5	12	-1.0
CCn1nnnc1SCC(=O)Nc1nc2ccc(OC)cc2s1	-2	47	-10	2	-21[20 µM]	0.39	-0.5	25	0.5
CCCCN(C(=S)Nc1ccc(F)cc1)c1c(N)n(CCC)c(=O)[nH]c1=O	-1	5	-5	8	-31	0.45	0.7	16	0.4
